# cardiac RTF act: cardiac RTF calcium sensitivity activators, primary screen, biochemical, IANBD-TnC fluorescence, EC20 calcium; Troponin I, cardiac muscle (Homo sapiens) + Troponin T, cardiac muscle (Homo sapiens) + …; IANBD-labeled TnC RTF fluorescence at EC20 calcium; 0% EC20 calcium, 100% full calcium; activation, % at 7.2 µM; actives 0.24% (n = 340,000); AID 493008, 2010;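 active means activation above the mean over all tested compounds plus 3 SD, cut at about 30% in these data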;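 further: rise in fluorescence read as greater calcium sensitivity of cardiac thin filaments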
# Keap1 Nrf2 FP: Keap1-Nrf2 protein-protein interaction inhibitors, primary screen, biochemical, fluorescence polarization, single point | Kelch-like ECH-associated protein 1 (Homo sapiens), Q14145 | Keap1 Kelch-Nrf2 peptide fluorescence polarization, 1536-well | inhibition, % at 9.4 µM | actives 0.15% (n = 340,000) | AID 504523, 2011; in the data active means inhibition above about 12%;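 further: human Keap1 Kelch domain with fluorescein labeled Nrf2 9mer peptide probe; 0% = neutral control wells and 100% = peptide positive control; higher means more block of Keap1 binding to Nrf2 peptide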
# OPRM1-OPRD1 ag: agonists of OPRM1-OPRD1 heterodimerization, primary screen, cell-based, luminescence. cells. AID 504326, 2011. Mu-type opioid receptor (Homo sapiens) + Delta-type opioid receptor (Homo sapiens), …. activation, % at 9.3 µM. actives 0.3% (n = 340,000); in the data active means activation above about 18%;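 further: 0% = vehicle-treated cells and 100% = reference agonist; values of inactives mirror those of a sister screen read the other way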
# Target sequence (P35372 whole entry, looked up): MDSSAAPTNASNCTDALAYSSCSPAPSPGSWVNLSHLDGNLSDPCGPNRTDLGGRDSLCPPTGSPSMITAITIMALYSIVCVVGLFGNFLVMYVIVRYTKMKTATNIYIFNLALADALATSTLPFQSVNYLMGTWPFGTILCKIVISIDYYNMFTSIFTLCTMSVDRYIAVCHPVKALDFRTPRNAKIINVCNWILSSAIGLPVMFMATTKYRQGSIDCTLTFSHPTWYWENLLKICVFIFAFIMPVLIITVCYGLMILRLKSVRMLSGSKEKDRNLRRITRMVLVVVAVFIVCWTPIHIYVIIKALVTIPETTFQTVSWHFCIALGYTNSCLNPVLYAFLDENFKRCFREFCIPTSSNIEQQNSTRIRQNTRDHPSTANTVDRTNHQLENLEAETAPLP
# Target sequence (P41143 whole entry, looked up): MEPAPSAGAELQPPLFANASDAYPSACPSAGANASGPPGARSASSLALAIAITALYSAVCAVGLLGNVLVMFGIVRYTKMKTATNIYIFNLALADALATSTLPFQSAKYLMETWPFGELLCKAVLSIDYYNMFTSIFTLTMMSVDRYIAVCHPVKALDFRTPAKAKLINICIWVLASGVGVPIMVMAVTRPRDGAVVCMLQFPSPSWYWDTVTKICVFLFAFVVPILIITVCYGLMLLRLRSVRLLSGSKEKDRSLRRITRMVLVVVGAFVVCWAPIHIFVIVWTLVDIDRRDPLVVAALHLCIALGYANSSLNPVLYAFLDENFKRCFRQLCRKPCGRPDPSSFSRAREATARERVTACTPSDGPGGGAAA
# LANA DNA inh: inhibitors of KSHV C-LANA binding to DNA, primary screen, biochemical, fluorescence polarization, FAM-LBS DNA, MBP-C-LANA, single point; actives 0.078% (n = 340,000); inhibition, % at 9 µM; AID 504423, 2011; Kaposi's sarcoma herpesvirus LANA C-terminal domain (residues 932-1162) DNA binding;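 active means highest replicate inhibition at or above 60% at 9 µM, even if other replicates fall short; inactive means all replicates below 60% inhibition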;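 further: 0% = neutral control wells and 100% = 4 µM acridine orange control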
# HTR5A ag: HTR5A agonists in luminescence cell assay, primary screen, counter-screen for OPRM1-OPRD1 heterodimer agonist project, full-deck HTS | 5-hydroxytryptamine receptor 5A (Homo sapiens), P47898 | cell-based | activation, % at 9.3 µM | actives 0.61% (n = 340,000) | AID 504692, 2011; in the data active means activation mostly above about 9.5%, no sharp cut-off; inactive means mostly below about 7.6%;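 further: 0% = cells with vehicle only and 100% = reference agonist; strong numbers were not always called active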
# HTR5A inv ctr: HTR5A inverse agonists in luminescence cell assay, primary screen, counter-screen for OPRM1-OPRD1 heterodimer inverse agonist project, full-deck HTS | actives 0.083% (n = 340,000) | HTR5A cell line, inverse agonism | inhibition, % at 9.3 µM | AID 504634, 2011 | 5-hydroxytryptamine receptor 5A (Homo sapiens), P47898; in the data active means inhibition mostly above about 23%, no sharp cut-off; inactive means mostly below about 18%;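 further: 0% = cells with DMSO and 100% = no-cell wells with DMSO; some compounds called inactive have numbers as strong as hits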
# CAL-PDZ inh HTS: untagged CAL PDZ binding inhibitors, primary screen, biochemical, fluorescence polarization, HTS | Golgi-associated PDZ and coiled-coil motif-containing protein (Homo sapiens), Q9HD26 | purified CAL PDZ, TMR-peptide fluorescence polarization, 1 h | inhibition, % at 24.9 µM | actives 0.92% (n = 300,000) | AID 602252, 2012;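 active means mean inhibition of at least 30% with at least half of replicates also reaching 30%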;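 further: 0% = DMSO neutral control and 100% = excess unlabeled competitor peptide PRC23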
# Cardiac RTF inh: cardiac RTF calcium sensitivity inhibitors, primary screen, biochemical, IANBD-TnC fluorescence, EC70 calcium. Troponin I, cardiac muscle (Homo sapiens) + Troponin T, cardiac muscle (Homo sapiens) + …. actives 0.12% (n = 340,000). IANBD-labeled cardiac RTF, Ca2+ fluorescence. inhibition, % at 7.15 µM;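 active means inhibition above the mean inhibition of all tested compounds plus 3 SD, cut at about 17% in these data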;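 further: assay run at fixed EC70 calcium of 1.6 mM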
# MOR-DOR inv ag: inverse agonists of MOR-DOR heterodimerization, primary screen, cell-based, luminescence; inhibition, % at 9.3 µM; Mu-type opioid receptor (Homo sapiens) + Delta-type opioid receptor (Homo sapiens), …; cell-based MOR-DOR heterodimer luminescence, inverse agonism; actives 0.21% (n = 340,000); in the data active means inhibition above about 22%, passing the limit was not always enough;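 further: 0% = cells with DMSO and 100% = wells without cells with DMSO; values of inactives mirror those of a sister screen read the other way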
# V-ATPase pH: regulators of yeast V-ATPase proton pumping, primary screen, pHLuorin cytosolic pH fluorescence. S. cerevisiae. response, % at 10 µM. actives 0.37% (n = 350,000). AID 504577, 2011; in the data active means response mostly above about 7.3%, no sharp cut-off; inactive means mostly below about 5.4%; further: actives read high; inactives centre near 0; some compounds called inactive have numbers as strong as hits; reference of the scale not given here
# * = called active by the depositor; . = not tested or not shown.
smiles	cardiac RTF act	Keap1 Nrf2 FP	OPRM1-OPRD1 ag	LANA DNA inh	HTR5A ag	HTR5A inv ctr	CAL-PDZ inh HTS	Cardiac RTF inh	MOR-DOR inv ag	V-ATPase pH
CCc1nn(CC(=O)N2CCC3(CC2)OCCO3)c(=O)c2cc3ccccc3n12	-2.0	-6.6	2.8	-0.6	6.0	24.3	-2.3	-0.7	-14.0	3.3
C=CC[C@@H](C)CC(=O)C(CCCN=[N+]=[N-])SOOc1ccccc1 (stereo not given in full)	-1.1	-5.3	-1.9	-0.1	3.7	-9.5	-10.0	-7.2	10.3	9.0
Cc1ccc(-c2nc(CS(=O)CC(=O)N3CCC4(CC3)OCCO4)c(C)o2)cc1 (stereo not given)	8.3	-4.7	1.6	1.5	9.4	-23.9	-5.0	-1.4	-8.4	0.3
COC(=O)C1=C(c2cccc(C#N)c2)C[C@@H]2CC[C@H]1N2C(=O)NCCCOC(C)C	-3.2	-3.9	2.1	0.1	-0.1	-23.8	-0.5	-28.1	-11.6	-5.9
C=CCC1(CC)C(=O)NC(=S)NC1=O	-4.6	1.4	-2.0	6.3	3.1	-11.9	8.6	-9.5	8.8	-6.3
Cc1ccc(NC(=O)c2ccc(C)c(S(=O)(=O)N3CCCCC3)c2)nc1	0.9	-0.6	-3.1	-1.4	-7.2	17.6	2.4	-6.8	16.1	-2.1
COC(=O)C1=C(c2cccc(OC)c2OC)C[C@@H]2CC[C@H]1N2C(=O)NCCO	-6.0	-4.9	0.5	1.4	-1.2	3.2	-3.1	-7.3	-2.7	1.5
C[C@H]1OC[C@@H](C[N+](C)(C)C)O1	7.3	-5.7	-1.4	-1.6	5.6	-19.9	-2.3	-12.1	7.3	-0.4
Fc1ccc(C(OCCN2CCCC2)c2ccc(F)cc2)cc1	2.5	-2.0	-2.9	-0.9	-3.6	30.5	-4.6	-12.8	15.8	-2.6
CCn1nc(-c2cccs2)nc2c(=O)n(C)c(=O)nc1-2	6.7	-2.3	16.0	1.1	6.1	-14.9	-2.1	-39.6	-78.2	3.9
CCc1cc2c(N3CCN(C)CC3)ncnc2s1	3.3	2.4	-2.1	0.6	3.1	0.9	-0.6	-1.8	11.7	-0.3
NNC(=O)c1ccc(Cl)cc1	5.1	-1.5	0.4	-2.0	7.2	-14.7	-1.6	4.6	-2.3	2.8
O=C(CCl)NCC1CCCO1 (stereo not given)	2.1	2.8	-2.1	0.6	-1.4	3.5	-2.1	-2.7	9.5	7.5
O=C1NC(=O)N(c2ccc3c(c2)OCO3)C(=O)/C1=C/c1ccc(N2CCCC2)o1	58.0*	-116.8	-2.3	-24.1	1.0	0.0	-0.3	-56.0	12.7	-0.3
Cc1ccc2c(c1)cc1c(=O)n(CC(=O)N3CCC4(CC3)OCCO4)nc(C)n12	-5.8	-2.7	-1.5	1.3	-1.2	4.5	-1.0	-5.1	7.8	2.3

# Entries from the list above that contain a thiophene ring, fused or not, in the order listed:
smiles	cardiac RTF act	Keap1 Nrf2 FP	OPRM1-OPRD1 ag	LANA DNA inh	HTR5A ag	HTR5A inv ctr	CAL-PDZ inh HTS	Cardiac RTF inh	MOR-DOR inv ag	V-ATPase pH
CCn1nc(-c2cccs2)nc2c(=O)n(C)c(=O)nc1-2	6.7	-2.3	16.0	1.1	6.1	-14.9	-2.1	-39.6	-78.2	3.9
CCc1cc2c(N3CCN(C)CC3)ncnc2s1	3.3	2.4	-2.1	0.6	3.1	0.9	-0.6	-1.8	11.7	-0.3

# More structures:
smiles	cardiac RTF act	Keap1 Nrf2 FP	OPRM1-OPRD1 ag	LANA DNA inh	HTR5A ag	HTR5A inv ctr	CAL-PDZ inh HTS	Cardiac RTF inh	MOR-DOR inv ag	V-ATPase pH
Cc1ccc(CS(=O)(=O)CCC(=O)N2CCC3(CC2)OCCO3)cc1	3.5	-6.5	0.1	0.4	3.9	13.5	-0.2	-0.3	-0.5	-4.5
CC12CC(c3ccccc3O1)C(C(=O)OCc1ccccc1)C(=O)N2 (stereo not given)	-4.6	-1.6	1.0	0.8	1.6	7.3	-0.8	-3.8	-5.3	-5.1
O=[N+]([O-])c1cc(-n2cnnn2)c(O)c([N+](=O)[O-])c1	9.3	-5.4	-2.5	2.9	0.6	-1.5	-5.6	-6.5	13.5	7.5
COc1ccc2c3c1OC1C(=O)CC[C@@]4(O)[C@@H](C2)N(CC2CC2)CC[C@]314 (stereo not given in full)	1.0	0.5	2.6	0.7	-2.7	6.2	-1.6	-14.4	-10.4	0.4
CC(CCc1ccccc1)NC(C)C(O)c1ccc(O)cc1 (stereo not given)	5.2	-1.1	-1.9	1.9	2.2	7.7	-7.5	3.2	10.5	-2.7
Cc1ccsc1CNCCc1ccccc1F	0.4	1.6	-2.0	0.4	-0.5	-9.0	.	3.4	9.9	6.0
CCOCCCNC(=O)CN1C2CCC1CC(O)(c1ccc(OC)cc1)C2 (stereo not given)	-0.5	-2.6	-1.1	-0.4	-4.6	9.3	-0.8	0.5	6.6	6.6
O=C1NC(=S)NC(=O)C12C(c1ccccc1)NC(=S)NC2c1ccccc1 (stereo not given)	-6.5	2.2	0.3	0.5	-2.1	5.3	0.1	-5.9	-1.7	-1.5
COc1cccc(CNC(=O)CCC(=O)N2C[C@H]3C[C@H](C2)c2cccc(=O)n2C3)c1OC	3.9	1.9	-3.3	1.3	3.5	14.9	0.8	-4.3	16.4	1.0
Cc1cc2oc(=O)cc(-c3cc4ccccc4o3)c2cc1OC(=O)N(C)C	-0.8	-0.4	1.9	-0.8	2.1	-8.6	.	-0.9	-9.8	4.6
CCN(CC)CC(=O)Nc1ccc(Cl)cc1C(=O)c1ccccc1	0.6	0.3	7.3	0.4	2.8	3.9	2.6	-5.4	-43.2	1.4
CCn1c(O)c(C=NCCN2CCOCC2)c(=O)[nH]c1=S	-5.5	-3.7	-3.0	-1.5	3.6	28.8	-3.8	0.0	15.0	1.1
O=C(COc1ccccc1)N1CCN(C2CCCC2)CC1	-2.0	-1.1	1.2	-3.3	-1.4	14.9	0.2	0.8	-7.0	0.7
CC1(C)Cc2c(sc3c2C(=O)NC(c2cccnc2)N3)CO1 (stereo not given)	1.8	-2.6	-0.3	1.8	1.4	0.9	-3.2	-6.1	1.6	1.0
COC(=O)C1=C(c2ccc(F)cc2OCc2ccccc2)C[C@@H]2CC[C@H]1N2C(=O)NCc1ccc(C(F)(F)F)cc1	2.5	-1.6	2.4	-0.2	17.9	-52.5	-2.0	-3.7	-14.0	-4.6
CCOC(=O)CC(SP1(=S)OCC2(CCCCC2)CO1)C(=O)OCC (stereo not given)	-5.1	2.3	-1.0	-0.9	-2.8	9.8	.	0.9	5.2	-3.8
O=C1NC(=O)C(=CN2CCc3ccccc32)C(=O)N1	6.7	-0.9	1.6	2.9	-3.8	10.1	0.5	-12.5	-9.3	1.5
CN(C)CCN=Cc1c(O)n(Cc2ccco2)c(=O)[nH]c1=O	4.4	-4.0	-2.2	2.0	-1.3	7.6	2.8	7.1	13.0	5.4
CC(=NCCO)c1c(O)n(C2CCCCC2)c(=O)[nH]c1=O	3.8	-2.3	-0.1	-0.3	6.0	-17.0	-2.9	-0.9	0.3	4.7
Cc1cc(/C=C2\C(=O)NC(=O)N(c3ccc(Cl)cc3)C2=O)c(C)n1C	4.3	-4.7	-0.4	2.7	2.3	14.4	0.2	-18.7	3.2	2.1
CC(=O)C1CCC2(O)C3CCC4=CC(=O)CCC4(C)C3CCC12C (stereo not given)	-2.5	-4.3	-3.7	3.8	-2.2	8.7	-2.2	2.5	19.1	-3.0
CC1([N+](=O)[O-])COP(=O)(NCc2cccnc2)OC1 (stereo not given)	-1.7	-4.2	-0.6	0.0	2.6	-9.8	0.5	-13.2	2.8	-4.7
CCCCCn1c(=O)c(C(=O)Nc2ncccc2C)c(O)c2ccccc21	3.7	-4.6	1.1	2.1	4.4	-16.6	-0.1	-8.3	-5.2	-0.4
CCCCCCC(N)CC(=O)O (stereo not given)	-1.4	-3.1	-1.9	2.3	-4.1	-27.8	-1.4	-2.0	9.5	9.8
COc1ccc(CCNCc2cccn2C)cc1	0.9	-7.9	-1.6	1.0	2.9	-10.6	-2.1	-4.7	7.2	2.7
O=c1[nH]c(=O)n(Cc2ccco2)c(O)c1/C=N/N1CCCCCC1	2.6	-3.5	-1.5	-1.6	6.9	-17.3	.	-1.5	7.9	-6.9
COc1ccc(NC(=S)NC(NC(=O)CF)C(Cl)(Cl)Cl)c([N+](=O)[O-])c1 (stereo not given)	-2.4	1.5	-1.2	0.6	-2.3	6.5	8.1	2.1	6.5	-0.5
COc1ccccc1CCNC1CCCCCC1	-4.5	-6.6	-0.2	2.3	-3.3	12.3	2.0	-4.4	1.1	-3.3
COc1ccc(/C=C/C(=O)c2c(O)n(CCC3=CCCCC3)c(=O)[nH]c2=O)cc1	3.0	2.9	-1.9	11.1	6.2	-19.1	-2.4	6.9	10.1	3.4
CC(=O)C1CCC2C3CC(O)C4CC(O)CCC4(C)C3CCC12C (stereo not given)	4.9	0.2	-2.8	-2.3	4.4	23.0	4.7	-5.2	14.0	4.2
O=C(N/N=C/c1c(O)n(C2CC2)c(=S)[nH]c1=O)c1ccccc1O	-4.8	-3.0	-4.0	0.6	6.8	-18.2	1.5	2.5	24.3	0.1
COc1cc(CN2C(=O)NC(=O)C3(Cc4cc(C)ccc4N(C)C3)C2=O)cc(OC)c1 (stereo not given)	9.0	-5.7	-3.1	0.0	-2.8	7.1	10.1	-3.5	16.4	-1.7
Cc1c(C(=O)c2ccccc2)c2ccccc2n1C	3.2	-2.0	-2.2	2.0	1.4	-5.2	-4.7	0.4	11.4	-1.5
O=C(CNC(=O)OCc1ccccc1)NCC(=O)Nc1ccc(Br)cc1C(=O)c1ccccc1	2.6	6.1	-1.5	0.7	-0.4	-10.5	-2.2	-1.1	8.4	1.4
Cc1ccc(CN2CCN(CC(=O)N3CCC4(CC3)OCCO4)C2=O)cc1	0.6	-3.4	-1.8	1.4	-0.8	-5.2	-0.4	-3.2	8.0	0.4
CN1CCC(c2c[nH]c3ccccc23)C1 (stereo not given)	-7.5	0.3	-3.5	0.1	29.0*	-106.1	-1.2	-1.5	18.2	-1.9

# High-throughput results as filed in PubChem BioAssay.

# Not all compounds are listed; the hit share may differ from the screen's.
